Compound activity as filed in PubChem.
PI5P4Ka inh: inhibitors of human PI5P4K alpha; PI5P4Kalpha enzyme, ADP-Glo luminescence, 60 min; hits give low values; max response, %; hit rate 1.2% among 330,000; AID 652105; active = max response of -50% or lower; inconclusive = between -30% and -50%; inactive = -30% or higher; note: value at the top dose of about 77 µM; % is set by controls: 0 for no effect and ±100 for the full control effect
Target sequence (P48426 whole entry, looked up): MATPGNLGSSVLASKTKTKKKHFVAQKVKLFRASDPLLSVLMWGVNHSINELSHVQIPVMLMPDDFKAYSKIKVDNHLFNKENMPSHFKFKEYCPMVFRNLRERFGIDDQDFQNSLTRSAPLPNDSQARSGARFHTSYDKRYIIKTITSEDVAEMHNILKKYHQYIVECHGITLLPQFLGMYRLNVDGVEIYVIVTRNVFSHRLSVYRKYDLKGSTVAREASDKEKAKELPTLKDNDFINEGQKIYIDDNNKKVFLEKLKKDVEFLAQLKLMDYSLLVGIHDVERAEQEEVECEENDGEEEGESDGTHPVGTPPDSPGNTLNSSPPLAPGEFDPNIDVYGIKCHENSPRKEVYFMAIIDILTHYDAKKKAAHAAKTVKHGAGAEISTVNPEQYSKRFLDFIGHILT
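Human PI5P4Kalpha with substrate in 0.038 M HEPES pH 7.4, 0.28 mM EGTA, 0.1% CHAPS, 5% DMSO; reaction started with 5 microM ATP (final), 60 min at room temperature. ADP formed read by ADP-Glo luminescence.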
CCT modulator: changes cytosolic chaperonin activity; hit rate 0.3% among 360,000; activity change, % (test concentration not listed), hits read low; purified chaperonin ATPase assay, HTRF ADP detection, 30 min; in the data active = activity change below about -30%; note: % is set by controls: 0 for no effect and ±100 for the full control effect
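TRiC (40 or 20 nM final, by batch activity) in 30 mM Tris pH 7.4, 100 mM KCl, 5 mM MgCl2, 1 mM DTT was treated with compound at 76 uM single dose, then 10 uM ATP, 30 min at 37 °C. ADP was read by HTRF Transcreener.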
IL2 activator: activators of IL-2; IL-2 activation reporter assay, cell-based qHTS; stimulated with anti-CD3/CD4/CD28 beads; in transgenic mouse T cells; activation, % (series mostly up to about 46 µM); hit rate 0.065% among 360,000; AID 652025; in the data active = activation above about 50%; inconclusive = mostly about 30% to 49%; note: 0% is about no effect
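Unstimulated transgenic mouse T cells preincubated 60 min with compound, then stimulated with anti-CD3/anti-CD4-coated beads plus anti-CD28 for 18 h at 37 degrees C. IL-2 response read as EGFP and DsRed fluorescence by plate cytometry.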
EPAC2 ag: EPAC2 (human) agonism; EPAC2 activation, biochemical qHTS; response scale: 100% = 6.5 mM cAMP response; Potency, µM (highest dose often 154 µM), inactives show at the top dose activation, hits mostly activators; hit rate 0.079% among 360,000; note: potency is the fitted concentration of half-maximal effect; nearly all actives have a fitted effect of over 50% in size
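Setup: EPAC2 100 nM, labeled Rap1B complex 250 nM, free GDP 50 uM. Compound titrations pinned in, brief spin, 5 min room temperature incubation. Kinetic fluorescence read over 30 min, normalized to 6.5 mM cAMP.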
EPAC1 antagonist: antagonists of human EPAC1. O95398. EPAC1 GEF assay, Rap1b-BODIPY-GDP exchange fluorescence. Potency, µM (titrated, usually from 115 µM), inactives show at the highest dose activity change, negative = inhibition, hits mostly inhibitors. hit rate 0.14% among 360,000;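 note: potency is the fitted concentration of half-maximal effect; plate controls were vehicle for no effect and positive control for full effect; nearly all actives have a fitted effect of over 50% in size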
EPAC1 ag: agonists of human EPAC1. O95398. EPAC1 agonist qHTS, biochemical assay; response scale: 100% = response to 6.5 mM cAMP. Potency, µM (series often up to 154 µM), for the others: top-dose activation, most hits filed as activators. hit rate 0.073% among 360,000. AID 720707; note: potency is the fitted concentration of half-maximal effect; nearly all actives have a fitted effect of over 60% in size
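Nucleotide exchange assay: 100 nM EPAC1 with 250 nM Rap1B loaded with BODIPY-GDP and 50 uM GDP, room temperature. Fluorescence (480/540 nm) read every 5 min for 30 min; signal change normalized to 6.5 mM cAMP as full agonist.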
PLK1 PBD inh: inhibitors of human PLK1 polo-box domain binding. Potency, µM, for the others: max response, negative = inhibition, hits mostly inhibitors. hit rate 2.8% among 360,000. P53350. Plk1 PBD binding of FITC phosphopeptide, fluorescence polarization. AID 720504; note: potency is the fitted concentration of half-maximal effect; series mostly up to about 57 µM; % is set by controls: 0 for no effect and ±100 for the full control effect; nearly all actives have a fitted effect of over 65% in size
Target sequence (P53350 whole entry, looked up, the tested form may be a part): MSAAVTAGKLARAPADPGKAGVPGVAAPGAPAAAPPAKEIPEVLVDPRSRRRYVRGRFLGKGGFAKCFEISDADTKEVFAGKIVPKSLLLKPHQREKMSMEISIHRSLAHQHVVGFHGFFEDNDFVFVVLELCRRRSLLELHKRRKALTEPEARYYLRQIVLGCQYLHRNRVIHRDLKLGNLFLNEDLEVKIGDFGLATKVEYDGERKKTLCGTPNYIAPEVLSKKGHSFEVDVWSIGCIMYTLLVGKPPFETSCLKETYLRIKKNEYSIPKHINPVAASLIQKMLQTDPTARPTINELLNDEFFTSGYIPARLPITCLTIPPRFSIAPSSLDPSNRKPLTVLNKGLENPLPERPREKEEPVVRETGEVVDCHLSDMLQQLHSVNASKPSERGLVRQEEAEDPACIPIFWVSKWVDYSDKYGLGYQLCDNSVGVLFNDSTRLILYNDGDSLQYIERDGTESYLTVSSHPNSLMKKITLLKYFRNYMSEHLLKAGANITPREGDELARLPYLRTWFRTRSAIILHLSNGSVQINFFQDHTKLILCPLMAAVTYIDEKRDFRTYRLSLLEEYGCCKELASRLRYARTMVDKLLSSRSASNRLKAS
WRN helicase inh: WRN helicase (human) inhibition. WRN helicase unwinding, fluorescent forked duplex, kinetic. Potency, µM (titrated, usually from 114 µM), for the others: at the highest dose activity change, negative = inhibition, usual class: inhibitors. hit rate 0.46% among 360,000; note: potency is the fitted concentration of half-maximal effect; % is set by controls: 0 for no effect and ±100 for the full control effect; nearly all actives have a fitted effect of over 55% in size
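Enzyme (20 nM final) and test compound sit together 15 min at room temperature before substrate addition. Substrate is a single-forked duplex oligonucleotide (100 nM) labelled with fluorophore and quencher, with 2 mM ATP; helicase unwinding raises red fluorescence, read kinetically.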
The depositor's hits bear a star; ? = inconclusive; · = no result given; [ ] = another dose, or the depositor's remark. Unless noted, calls come from the whole dose curve; as a rule, active = well fitted curve in the direction sought with a large enough effect; inconclusive = small, poorly fitted or top-dose-only effect, or another doubt; inactive = no such curve, though single readings can be large; an effect the other way counts as inactive or inconclusive. Not all compounds are listed; rates above refer to the full screens.

compound,CCT modulator,EPAC1 ag,PLK1 PBD inh,IL2 activator,PI5P4Ka inh,EPAC2 ag,WRN helicase inh,EPAC1 antagonist
Cn1c(O)c(C(=NCCc2c[nH]c3ccccc23)c2ccccc2)c(=O)n(C)c1=O,0.1,6%,-5%,0.1,0,5%,3%,-10%
Cc1cc(=O)oc2cc(OCC(=O)N3CCN(Cc4ccc5c(c4)OCO5)CC3)ccc12,1.0,14%,-3%,-0.6,1,2%,-4%,16%
C=C1C2[C@H](OC(C)=O)[C@@H]3CC(=O)[C@]4(C)OC[C@@]3(C)[C@@]4(O)[C@@H](OC(C)=O)[C@H](OC(C)=O)[C@@]2(COC(=O)c2ccccc2)[C@@H](OC(C)=O)C[C@@H]1O (stereo partly drawn),-6.9,-19%,3%,-0.5,7,-6%,8%,1%
Cn1c(O)c(N=Nc2cccc(S(=O)(=O)N3CCOCC3)c2)c(=O)n(C)c1=O,-1.3,7%,-2%,2.0,-2,-1%,-1%,2%
COC(=O)C1=C(c2ccc(OCc3ccccc3)cc2)C[C@@H]2CC[C@H]1N2C(=O)NCc1ccc(N(C)C)cc1,-2.7,8%,-10%,-4.1,9,12%,-1%,7%
CC1=CC(=O)C2=C(C)CC(O)C3C(C)C(=O)OC3C12 (stereo not drawn),-0.8,-6%,-2%,0.3,-4,25%,5%,18%
COc1ccc(C(=O)C2CCCN(Cc3ccccn3)C2)c(OC)c1 (stereo not drawn),-0.3,-1%,-27%,1.5,-10,7%,5%,-3%
COc1ccc(N2C(=O)NC(=O)/C(=C/c3cccc(OC(=O)c4cccs4)c3)C2=O)cc1Cl,1.2,-8%,19µM*,-0.2,?,-5%,?,-10%
CCC(=NCc1ccco1)c1c(O)n(C2CCCCC2)c(=O)[nH]c1=O,-1.0,0%,-11%,-1.9,-10,-3%,-20%,4%
Nc1ccccc1C(=O)OCCOc1ccccc1,0.4,12%,-5%,-0.5,5,21%,-10%,-17%
C/C=C1\NC(=O)[C@H](C)NC(=O)[C@@H](NC(=O)[C@H](Cc2ccc(O)cc2)NC(=O)[C@@H](NC(=O)/C(C)=C/C)C(C)C)[C@@H](C)OC(=O)[C@H](CCCc2ccc(O)cc2)NC(=O)[C@@H](CCC(=O)O)NC1=O,0.9,16%,-7%,2.1,4,4%,-7%,-11%
COCCNC(=O)CN1C2CCC1CC(O)(c1cccnc1)C2 (stereo not drawn),0.5,-2%,-10%,2.8,10,1%,-21%,-3%
O=C(O)C1C2c3ccccc3C(=O)C1(C(=O)O)c1ccccc12 (stereo not drawn),0.4,1%,3%,-0.1,14,-3%,5%,2%
O=C(CCn1c(=O)oc2ccccc21)N1CCC2(CC1)OCCO2,-2.9,7%,-6%,0.0,·,5%,6%,5%
COc1cccc(/C=C2\N=C(c3cncc(Br)c3)OC2=O)c1,-4.6,-6%,-6%,0.2,-19,1%,3%,8%
CCCCn1c(=O)c(C(=O)Nc2ccc(C)cn2)c(O)c2ccccc21,-1.0,9%,-7%,0.0,1,6%,8%,-13%
O=c1c2ccccc2nc(/C=C/c2ccc(O)cc2)n1-c1ccc(O)cc1,1.3,-10%,11%,2.3,-24,4%,-9%,14%
CC(=NCC1CCCO1)c1c(O)n(-c2ccc(Cl)cc2)c(=O)[nH]c1=O (stereo not drawn),-0.8,-3%,-1%,0.3,·,2%,6%,15%
CCCCOc1ccc(CN2CCN(CCO)CC2)cc1,-0.8,0%,-7%,0.8,·,4%,-1%,?
COC(=O)c1nc(-c2ccc3c(n2)C(=O)C(N)=C(OC)C3=O)c(N)c(-c2ccc(OC)c(OC)c2O)c1C,-2.0,9%,-6%,-0.3,-7,-2%,?,-23%
CCOP(=O)(OCC)C(O)c1ccc(OC)cc1OC (stereo not drawn),-1.4,-3%,-8%,2.0,2,4%,4%,-2%
COc1ccc(-n2c(O)c(C(C)=NCCCn3ccnc3)c(=O)[nH]c2=O)cc1,-2.2,-7%,-9%,-0.9,0,9%,-4%,-10%
O=P(Nc1cccc(F)c1)(Oc1ccccc1F)Oc1ccccc1F,-2.7,14%,-9%,-0.6,11,23%,-2%,?
O=[N+]([O-])c1ccccc1CCl,0.0,6%,-3%,-0.8,5,5%,-4%,4%
O=C(NCc1cccnc1)NC1CCCCC1,1.0,1%,-3%,-0.7,·,4%,-3%,-4%
NC(Cc1ccc(F)cc1)c1csc(Nc2ncccn2)n1 (stereo not drawn),0.9,8%,-7%,0.0,2,8%,-1%,-1%
CCOc1ccccc1N1C(=O)NC(=O)/C(=C/c2ccc3c4c(cccc24)CC3)C1=O,0.5,11%,6.7µM*,0.3,-64*,5%,50µM*,2%
O=C1CN=C(c2ccc[nH]2)c2cc(Cl)ccc2N1,-0.9,-4%,-1%,-1.3,1,0%,9%,-6%
ClCCN(CCCl)c1ccc(C=Cc2ccncn2)cc1,-2.0,18%,0%,-0.7,0,16%,6%,0%
CC1CN1P(=O)(Oc1ccccc1)N1CC1C (stereo not drawn),0.7,0%,6%,-0.4,5,5%,6%,-8%
CSc1nc(N)c(N=Nc2ccc([As](=O)(O)O)cc2)c(=O)[nH]1,-0.8,-1%,11µM*,-4.1,-18,-5%,-17%[11.6 µM],-9%
Oc1ccc2c3c1O[C@H]1c4[nH]c5ccccc5c4C[C@@]4(O)[C@@H](C2)N(CC2CC2)CC[C@]314,0.2,-6%,-3%,0.0,1,4%,-4%,-3%
CCN1C[C@]2(COC)CC[C@H](O)[C@@]34C5C[C@@H]6[C@@H](OC)C[C@@](O)(C5[C@H]6O)[C@](O)([C@@H](OC)C23)[C@@H]14 (stereo partly drawn),-2.2,2%,-1%,-0.3,-1,4%,6%,3%
S=C=Nc1ccccn1,-1.1,-8%,-15%,1.6,-11,1%,-1%,-9%
Cc1ccc(C(=O)O)cc1N=Nc1c(O)[nH]c(=O)[nH]c1=O,1.3,-5%,-3%,1.3,-28,4%,-25%,-14%
CCCCN1CCC(O)(c2ccccc2)C(C(=O)c2ccccc2)C1 (stereo not drawn),-0.6,-1%,?,-0.6,-8,8%,-17%,-2%
CN1CCN(C(=O)COc2ccc(S(=O)(=O)Nc3ccc(F)cc3)cc2)CC1,-4.7,-11%,-4%,-1.8,0,4%,10%,2%
O=S1(=O)NCC2(CC2)CN1Cc1ccccc1,-0.7,8%,3%,-0.4,-1,4%,7%,11%
O=c1c2ccccc2nc(Cc2ccccc2)n1-c1ccc(O)cc1,0.3,5%,-7%,-0.5,0,7%,5%,-6%
Cc1cc(/C=C2\C(=O)NC(=O)N(c3cccc(F)c3)C2=O)c(C)n1-c1ccc(C(=O)O)c(Cl)c1,-1.6,13%,-21%,0.2,?,12%,-12%[11.6 µM],5%
CC(C)c1ccc(O)c(CN2CCN(c3ccccc3)CC2)c1,-0.2,8%,6%,0.9,12,-8%,-5%,-26%
CCn1c(=O)cc(SCC(=O)N2CCC3(CC2)OCCO3)c2ccccc21,0.3,5%,-8%,-4.0,·,2%,3%,15%
C#CCOc1cc(C2C3=C(COC3=O)Nc3cc4c(cc32)OCO4)ccc1OC (stereo not drawn),-1.6,-4%,-12%,0.1,0,4%,-7%,28%
COCc1cc(C2SCC(=O)Nc3c2c(=O)[nH]n3C(C)C)ccc1OC (stereo not drawn),-4.3,1%,-3%,0.3,6,10%,-11%,5%
Cn1cccc1/C=C1\C(=O)NC(=O)N(Cc2ccccc2)C1=O,-1.1,-2%,?,-4.3,-58*,1%,?,?
COc1ccc(Cn2c(O)c(/C=N/NC(=O)c3ccncc3)c(=O)[nH]c2=O)cc1,0.6,3%,-9%,-0.1,?,0%,2%,4%
O=c1[nH]c(=S)n(-c2ccc(Cl)cc2)c(O)c1C=Nc1ccc(N2CCOCC2)cc1,-0.8,23%,?,-0.6,3,?,74%[activator],21%
CC1(C)NC(=S)C(C)(C)N1N=O,-0.7,12%,-4%,0.1,0,5%,-5%,3%
Cc1ccccc1C1=NCC(=O)N(CC(=O)N2CCCCC2)c2sc(C)c(C)c21,2.2,0%,-4%,-1.5,0,1%,8%,-2%
Cc1ccc(NC(=O)N2CC2)cc1NC(=O)N1CC1,0.8,10%,-4%,0.3,-2,0%,-5%,16%
CCN1C(=O)NC(=O)/C(=C\c2cn(CC(=O)N3CCCCC3C)c3ccccc23)C1=O (stereo not drawn),2.1,-6%,?,-1.9,-6,-6%,-1%,-17%
O=C(Nc1c(F)cc(F)cc1F)c1cccn(Cc2ccccc2)c1=O,1.2,8%,-14%,0.3,6,8%,-1%,-15%
CC(=O)Nc1cc(C(=O)N2CCC3(CC2)OCCO3)ccc1S(=O)(=O)c1ccc(Cl)cc1,-1.7,8%,-1%,-0.9,·,3%,-2%,7%
CSCCC(N=Cc1c(O)n(-c2ccc(Cl)cc2)c(=O)[nH]c1=O)C(=O)OC(C)(C)C (stereo not drawn),-1.9,0%,-1%,-1.6,0,0%,7%,2%

3 structures from above, arranged by formula weight, high to low:
compound,CCT modulator,EPAC1 ag,PLK1 PBD inh,IL2 activator,PI5P4Ka inh,EPAC2 ag,WRN helicase inh,EPAC1 antagonist
CCN1C(=O)NC(=O)/C(=C\c2cn(CC(=O)N3CCCCC3C)c3ccccc23)C1=O (stereo not drawn),2.1,-6%,?,-1.9,-6,-6%,-1%,-17%
Cc1ccccc1C1=NCC(=O)N(CC(=O)N2CCCCC2)c2sc(C)c(C)c21,2.2,0%,-4%,-1.5,0,1%,8%,-2%
CC1(C)NC(=S)C(C)(C)N1N=O,-0.7,12%,-4%,0.1,0,5%,-5%,3%
